Assay outcomes as filed in PubChem.
Yeast eIF2B – GCN4-lacZ reporter reduction in eIF2B-epsilon mutant yeast, primary screen, S. cerevisiae, eIF2B-epsilon R284H, Beta-Glo luminescence. inhibition, % at 25 µM (by protocol). 27,000 compounds, 0.91% hits;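 active means mutant luminescence inhibited past about 50% while wild type luminescence and mutant growth stay under set limits, limit read from the data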; further: some compounds called inactive have numbers as strong as hits
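Material – yeast eIF2B-epsilon R284H mutant carrying GCN4–beta-galactosidase fusion · Medium – YPD yeast growth medium · Compound – one concentration, 25 µM, 0.25% DMSO · Times – 16 h at 30 °C exposure · Signal – Beta-Glo luminescence plus absorbance at 595 nm · Read-out – % inhibition of reporter signal and growth versus controls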
Yeast growth tox – yeast growth toxicity, wild-type and mutant, primary screen, cytotoxicity control for eIF2B function restoration project, wild-type and eIF2Bepsilon R284H mutant, A595. S. cerevisiae wild-type growth, A595 turbidity, 16 h. 30,000 compounds, 0.3% hits. growth inhibition, % at 25 µM (by protocol);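 active means mutant and wild-type yeast strains alike exhibit over 30% growth inhibition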;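 further: 0% = untreated cell controls and 100% = YPD media blanks without cells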
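Schedule: 16 h growth with compound, 30 °C. System: yeast, wild-type or eIF2Bepsilon-R284H mutant. Doses: one dose, 25 µM compound[…]. Buffer or medium: YPD. Signal: turbidity measured as absorbance at 595 nm. Read-out basis: growth inhibition (%) versus cell controls and blanks.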
Yeast growth tox inhibition % – second read-out of Yeast growth tox, no call of its own (marks repeat the call); growth inhibition, %; S. cerevisiae eIF2Bepsilon-R284H mutant growth, A595 turbidity, 16 h;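 each compound tested once at 25 µM; 0% equals untreated cells and 100% equals cell-free medium blanks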
Yeast eIF2B mutant toxicity – second read-out of Yeast eIF2B, no call of its own (marks repeat the call); growth inhibition, %; measured here: mutant yeast growth, toxicity;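 each compound tested once at 25 µM; zero equals untreated control growth and 100 equals blank medium absorbance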
* hit, by the source's call; x = no result given. An excerpt, so the mix of outcomes need not match the whole.

Values run as follows: Yeast eIF2B	Yeast eIF2B mutant toxicity	Yeast growth tox	Yeast growth tox inhibition %
(1) OCCOCCNc1ncnc2c1cnn2-c1ccc(Cl)cc1
    5	4	4	4
(2) COc1ccc(-c2nc(C)sc2CC(=O)O)cc1
    2	12	-8	12
(3) c1ccc(CN2CCN(c3nc(N4CCOCC4)c4ccccc4n3)CC2)cc1
    7	-3	8	-3
(4) O=S(=O)(/N=C(\Sc1ccc(Cl)cc1)c1ccccc1)c1ccccc1
    x	x	16	17
(5) CSc1oc(-c2ccccc2)nc1S(=O)(=O)c1ccc(C)cc1
    42	11	4	11
(6) CCc1nnc(NC(=O)c2cccc(S(=O)(=O)N3CCc4ccccc43)c2)s1
    11	-29	-39	-29
(7) CC(C)n1cc(/C=C2\NC(=O)N(c3cccc(Cl)c3)C2=O)c2ccccc21
    27	-14	-16	-14
(8) O=C(NCCN1CCOCC1)C1CCC(=O)N1Cc1ccc(F)cc1 (stereo unspecified)
    21	22	-6	22
(9) CCOc1cc(S(=O)(=O)Nc2ccccn2)ccc1F
    5	14	3	14
(10) OC1CCN(c2c3c(nc4cc(-c5ccc(F)cc5)nn24)CCC3)CC1
    16	-19	-6	-19

Additional records:
Values run as follows: Yeast eIF2B	Yeast eIF2B mutant toxicity	Yeast growth tox	Yeast growth tox inhibition %
(11) O=C(CSc1ncccc1-c1nc2ccccc2[nH]1)NC1CC1
    x	x	-8	-7
(12) Cc1ccc(C2=[N+]([O-])C3(CCCCC/C3=N\O)N(O)C2(C)C)o1 (stereo unspecified)
    27	21	2	21
(13) CCCc1nc2ccccc2c(C(=O)O)c1CC
    6	-5	-1	-5
(14) C=CCOc1ccc(C(=O)N(Cc2ccc(N(C)C)cc2)C2CCS(=O)(=O)C2)cc1 (stereo unspecified)
    14	7	-5	7
(15) COc1ccc(S(=O)(=O)N2CCC(C(=O)NCc3ccco3)CC2)cc1
    -10	x	28	0
(16) CNc1cccccc1=S
    -13	x	27	0
(17) CC(=O)C1=C(O)C(=O)N(CC#N)C1c1cccs1 (stereo unspecified)
    -11	-10	-1	-10
(18) CC1(C)NC(=O)N(CCOCCOc2cccc(Oc3ccccc3)c2)C1=O
    13	x	2	0
(19) CCN1C(=O)CC(N2CCC(C(=O)OC)CC2)C1=O (stereo unspecified)
    -5	-19	6	-19
(20) CCN1CCN(c2nc(-c3ccncc3)nc3ccccc23)CC1
    16	-10	6	-10

The list continues.
Values run as follows: Yeast eIF2B	Yeast eIF2B mutant toxicity	Yeast growth tox	Yeast growth tox inhibition %
(21) C=CCn1cc(C(=O)NCCOC)c(=O)c2cc(S(=O)(=O)N(CC)CC)ccc21
    32	-18	-11	-18
(22) CC(=O)c1ccc(NC(=O)CCn2c(=O)oc3ccccc32)cc1
    15	4	14	4
(23) Nc1nonc1-c1noc(CCCN2C(=O)c3ccccc3C2=O)n1
    26	11	20	11
(24) COc1ccc2nc3oc(C(=O)N4CCN(c5cccc(Cl)c5)CC4)cc3cc2c1
    2	-14	-21	-14
(25) CCOC(=O)Cc1csc(NS(C)(=O)=O)n1
    15	9	18	9
(26) CCCn1c(SCC(=O)Nc2c(CC)cccc2CC)nnc1C(C)C
    6	17	10	17
(27) CCOc1ccc(N(C(C)C(=O)Nc2ccc(OC)cc2)S(C)(=O)=O)cc1 (stereo unspecified)
    12	6	21	6
(28) CCn1cc(Br)c(C(=O)Nc2cccc(SC)c2)n1
    14	20	1	20
(29) CCOc1ccccc1C(=O)NC1CC2CCCC(C1)N2C1CC1 (stereo unspecified)
    23	-7	5	-7
(30) CCNc1nc(NC(C)C)nc(Oc2ccc(OCCOc3ccccc3)nn2)n1
    -10	-15	-10	-15

Later entries:
Values run as follows: Yeast eIF2B	Yeast eIF2B mutant toxicity	Yeast growth tox	Yeast growth tox inhibition %
(31) COCc1cc(C)nc(NCCO)c1C#N
    2	6	20	6
(32) COc1ccc(OC(=O)c2cccc([N+](=O)[O-])c2)c(C(=O)/C=C/c2cccs2)c1
    12	x	1	0
(33) CCCC(C(=O)NCc1ccco1)N(C(=O)CNS(=O)(=O)c1ccccc1)c1ccccc1OC (stereo unspecified)
    19	-19	-8	-19
(34) c1csc(-c2nc3ccccc3[nH]2)c1
    12	x	x	x
(35) CC1CCCN(S(=O)(=O)c2ccc(NC(=O)Cn3nnc(-c4ccccc4F)n3)cc2)C1 (stereo unspecified)
    19	-19	25	-19
(36) COC(=O)C1=C(N)Oc2cc(C)n(Cc3cccnc3)c(=O)c2C1c1cc(OC)ccc1OC (stereo unspecified)
    17	9	23	9
(37) CCCn1c(SCC(=O)Nc2nnc(CC)s2)nnc1-c1ccco1
    22	26	12	26
(38) CCOC(=O)c1ccc(CC(=O)c2ccc(O)cc2O)o1
    21	-5	-34	-5
(39) N=c1c(S(=O)(=O)c2ccccc2)cc2c(=O)n3ccccc3nc2n1CC1CCCO1 (stereo unspecified)
    16	19	-8	19
(40) COc1cc(NC(=O)Cc2ccccc2)ccc1NC(=O)c1ccco1
    3	x	18	0

(continued)
Values run as follows: Yeast eIF2B	Yeast eIF2B mutant toxicity	Yeast growth tox	Yeast growth tox inhibition %
(41) Cc1cc(=O)n2[nH]c(-c3cccnc3)nc2n1
    16	5	-4	5
(42) O=C(COc1ccc(S(=O)(=O)N2CCOCC2)cc1)Nc1ccccc1C(F)(F)F
    15	6	0	6
(43) CCc1nc(SCC(=O)Nc2c(C)n(C)n(-c3ccccc3)c2=O)n[nH]1
    27	21	9	21
(44) O=C(CCNc1ccc(F)cc1)c1ccco1
    33	6	-10	6
(45) Cc1ccc(C(c2sc3nc(C)nn3c2O)N2CC(C)OC(C)C2)cc1 (stereo unspecified)
    12	x	6	0
(46) Cn1c(=O)c2c(nc(SCC(=O)NCc3ccc4c(c3)OCO4)n2Cc2ccc(F)cc2)n(C)c1=O
    x	x	6	-17
(47) CCOc1cccc2c1OC1(C)CC2NC(=O)N1c1cccc(Cl)c1 (stereo unspecified)
    8	10	-11	10
(48) CN(C)Cc1cc(C(C)(C)C)c(O)c(C(C)(C)C)c1
    33	-4	17	-4
(49) O=C(Nc1cccnc1)c1cc(-c2ccccc2)on1
    21	8	6	8
(50) CCn1c(=N)n(CC(O)COc2cccc(C)c2)c2ccccc21 (stereo unspecified)
    -15	x	x	x

Following part.
Values run as follows: Yeast eIF2B	Yeast eIF2B mutant toxicity	Yeast growth tox	Yeast growth tox inhibition %
(51) Cc1cc2nc3c(c(=O)n2[nH]1)CCCC3
    x	x	20	0
(52) COc1ccc(OC)c(CNC(=O)Cc2c(C(=O)O)[nH]c3ccccc23)c1
    -26	4	22	4
(53) CCc1ccc(-c2nnn(Cc3nn[nH]n3)n2)cc1
    -18	-14	-3	-14
(54) CS(=O)(=O)N(CC(=O)N1CCN(c2ccccc2)CC1)c1ccc(Cl)c(C(F)(F)F)c1
    20	19	3	19
(55) CC(=O)OC(C(=O)N1CCN(c2ccc(F)cc2)CC1)c1ccccc1 (stereo unspecified)
    32	19	7	19
(56) COc1ccc(CN(Cc2ccccn2)S(=O)(=O)c2ccc(-n3cnnn3)c(OC)c2)cc1
    -28	21	1	21
(57) Cc1cc(C)n(-c2ccc(Cl)c(C(=O)O)n2)n1
    17	-10	23	-10
(58) CCc1ccc(NC(=O)CC2NCCNC2=O)cc1 (stereo unspecified)
    11	-21	13	-21
(59) Cc1ccc(CNC(=O)CCCn2c(=O)c3ccccc3n(CC(=O)NC3CCCC3)c2=O)cc1
    11	-5	20	-5
(60) Cc1nc2ccccn2c1C(=O)NCc1cccnc1
    18	-3	-3	-3

The list continues:
Values run as follows: Yeast eIF2B	Yeast eIF2B mutant toxicity	Yeast growth tox	Yeast growth tox inhibition %
(61) COc1ccc(C(c2nnnn2CS(=O)(=O)c2ccc(C)cc2)N2CCN(c3ncccn3)CC2)cc1 (stereo unspecified)
    -9	10	-13	10
(62) Cc1ccccc1-c1nc(-c2ccc(NC(=O)c3ccc(Br)o3)cc2)no1
    30	-5	-11	-5
(63) COc1cccc(C(=O)Cn2c(N3CCOCC3)nc3c2c(=O)n(C)c(=O)n3C)c1
    12	-33	-11	-33
(64) CCCCOCCCNC(=O)c1ccc2c(c1)OCO2
    15	16	3	16
(65) CSc1nc(-c2ccc(Cl)cc2)nn1C(=O)c1ccco1
    23	28	6	28
(66) COc1ccc(NC(=O)C2CCN(C(=O)NC3CCCCC3)CC2)c(OC)c1
    -13	x	x	x
(67) Cc1ccc(N(C(=O)Cn2nnc3ccccc32)C(C(=O)NC2CCCCC2)c2cn(C)nc2C)cc1 (stereo unspecified)
    27	4	11	4
(68) CCCCC(=O)NC(Nc1cc(C)ccn1)(C(=O)OCC)C(F)(F)F (stereo unspecified)
    21	-4	16	-4
(69) O=C(NCC1CCCO1)C1CCN(C(=O)c2ccc(Br)cc2)CC1 (stereo unspecified)
    3	-8	-2	-8
(70) Cn1c(=O)c2cc(S(=O)(=O)NCCC(=O)NCCc3ccc(Cl)cc3)ccc2n(C)c1=O
    28	x	30	0

Full records, looked up by structure. Values in the order: Yeast eIF2B	Yeast eIF2B mutant toxicity	Yeast growth tox	Yeast growth tox inhibition %
Entry for O=C(NCC1CCCO1)C1CCN(C(=O)c2ccc(Br)cc2)CC1 (stereo unspecified) = 3	-8	-2	-8
Entry for CSc1nc(-c2ccc(Cl)cc2)nn1C(=O)c1ccco1 = 23	28	6	28
Entry for COc1ccc(C(c2nnnn2CS(=O)(=O)c2ccc(C)cc2)N2CCN(c3ncccn3)CC2)cc1 (stereo unspecified) = -9	10	-13	10

(next part)
Values run as follows: Yeast eIF2B	Yeast eIF2B mutant toxicity	Yeast growth tox	Yeast growth tox inhibition %
(71) CCN(CC)C(=O)c1sc2nc(-c3ccc(OC)cc3)cn2c1C
    17	13	11	13
(72) COCCCNC(=O)CSC1=Nc2ccccc2C2=NC(CC(=O)NCc3ccccc3)C(=O)N12 (stereo unspecified)
    38	-12	4	-12
(73) Cc1nnc2c(-c3ccccc3)nc3ccccc3n12
    16	7	6	7
(74) CCc1sc(C(=O)NC)cc1Br
    26	9	18	9

Gathered by group: the entries above containing an aryl methoxy group
Values run as follows: Yeast eIF2B	Yeast eIF2B mutant toxicity	Yeast growth tox	Yeast growth tox inhibition %
(2) COc1ccc(-c2nc(C)sc2CC(=O)O)cc1
    2	12	-8	12
(15) COc1ccc(S(=O)(=O)N2CCC(C(=O)NCc3ccco3)CC2)cc1
    -10	x	28	0
(24) COc1ccc2nc3oc(C(=O)N4CCN(c5cccc(Cl)c5)CC4)cc3cc2c1
    2	-14	-21	-14
(27) CCOc1ccc(N(C(C)C(=O)Nc2ccc(OC)cc2)S(C)(=O)=O)cc1 (stereo unspecified)
    12	6	21	6
(32) COc1ccc(OC(=O)c2cccc([N+](=O)[O-])c2)c(C(=O)/C=C/c2cccs2)c1
    12	x	1	0
(33) CCCC(C(=O)NCc1ccco1)N(C(=O)CNS(=O)(=O)c1ccccc1)c1ccccc1OC (stereo unspecified)
    19	-19	-8	-19
(36) COC(=O)C1=C(N)Oc2cc(C)n(Cc3cccnc3)c(=O)c2C1c1cc(OC)ccc1OC (stereo unspecified)
    17	9	23	9
(40) COc1cc(NC(=O)Cc2ccccc2)ccc1NC(=O)c1ccco1
    3	x	18	0
(52) COc1ccc(OC)c(CNC(=O)Cc2c(C(=O)O)[nH]c3ccccc23)c1
    -26	4	22	4
(56) COc1ccc(CN(Cc2ccccn2)S(=O)(=O)c2ccc(-n3cnnn3)c(OC)c2)cc1
    -28	21	1	21
(61) COc1ccc(C(c2nnnn2CS(=O)(=O)c2ccc(C)cc2)N2CCN(c3ncccn3)CC2)cc1 (stereo unspecified)
    -9	10	-13	10
(63) COc1cccc(C(=O)Cn2c(N3CCOCC3)nc3c2c(=O)n(C)c(=O)n3C)c1
    12	-33	-11	-33
(66) COc1ccc(NC(=O)C2CCN(C(=O)NC3CCCCC3)CC2)c(OC)c1
    -13	x	x	x
(71) CCN(CC)C(=O)c1sc2nc(-c3ccc(OC)cc3)cn2c1C
    17	13	11	13
